Dengue-2 NS5 capping: Dengue-2 NS5 methyltransferase inhibitors, primary screen, biochemical, confirmation dose response (AID 588689) | Dengue-2 NS5 methyltransferase capping enzyme assay, biochemical; higher % means a stronger effect | inhibition, % at 25 µM, or IC50 in µM where a hit was titrated | 340,000 compounds, 0.3% hits; in the data active means a potency from the dose series; inconclusive means inhibition above about 29% without an active follow-up result
XIAP displacement: small molecules displacing peptide from XIAP – biochemical, IAP family, fluorescence polarization (AID 1018); 200,000 compounds, 0.007% hits; one-dose displacement, % at 20 µM; IC50 in µM for titrated hits; XIAP BIR domain, fluorescence polarization peptide displacement; higher % means a stronger effect; in the data active means displacement above about 50%; further: a part of the inactive calls stands beside numbers as strong as those of hits
Hep lipid drop: hepatic lipid droplet formation modulation. AML12 mouse hepatocytes, oleate lipid droplets, BODIPY imaging. inhibition, % at 6.5 µM. 240,000 compounds, 0.4% hits;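 active means lipid droplet intensity inhibited by at least 50%, with more than 500 cells counted; inconclusive means wells with under 300 cells, treated as cytotoxic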
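Assay system: AML12 hepatocytes (mouse) / Also added: 100 µM oleic acid challenge / Times: overnight treatment with compound plus oleate / Detection: high-content imaging of BODIPY-stained droplets and DAPI nuclei / Evaluation: % inhibition of lipid droplet signal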
AID2073: inhibitors of Mint1-CaV2.2 protein interaction, biochemical, HTRF (AID 2073). inhibition, % at 20 µM, or IC50 in µM where a hit was titrated. HTRF protein-protein interaction, Mint1-CaV2.2; higher % means a stronger effect. 290,000 compounds, 0.19% hits; in the data active means inhibition mostly above about 51%, no sharp cut-off; inconclusive means no clear call, values can overlap the other calls; inactive means mostly below about 53%; further: some results filed as inactive read as strong as hits
NOD2 inhibition: inhibition of NOD2-driven NF-kB reporter – cell-based, luminescence, uHTS, HEK293 (AID 1566) | 290,000 compounds, 0.63% hits | one-dose inhibition, % at 4 µM; EC50 in µM for titrated hits | HEK293 NOD2/NF-kB luciferase reporter, luminescence; higher % means a stronger effect; further: many of its hits are not listed in these tables
LYP phosphatase: inhibitors of LYP phosphatase, biochemical, fluorescence intensity, uHTS (AID 1779); 290,000 compounds, 0.054% hits; inhibition, % at 11.5 µM, or IC50 in µM where a hit was titrated; recombinant LYP phosphatase, fluorescence intensity; higher % means a stronger effect;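 further: plate controls were vehicle with enzyme for no effect and no enzyme for full effect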
Myeloid diff MLP: promotes myeloid progenitor differentiation | ER-HoxA9 myeloid progenitors, lysozyme-GFP differentiation, flow cytometry | calls only at 10 µM | 360,000 compounds, 1% hits;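 active means normalized GFP-positive differentiation at or above the plate's own cutoff, the solvent-only control mean plus 3 SD; inconclusive means no clear call, values can overlap the other calls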;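 further: cells exposed to compound for four days before flow analysis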
HIV fusion peptide: inhibitors of HIV fusion peptide binding, primary screen, biochemical, uHTS, fluorescence dequenching (AID 1986); cell-free peptide binding, fluorescence dequenching, 30 min; higher % means a stronger effect; inhibition, % at 20 µM; hits with a dose series show IC50 in µM; 290,000 compounds, 0.3% hits; in the data active means inhibition mostly above about 52%, no sharp cut-off; inactive means mostly below about 76%; further: some results filed as inactive read as strong as hits
Siah-1 displacement: blockers of Siah-1 interaction with plectin peptide – biochemical, fluorescence polarization, rhodamine-plectin, uHTS, primary screen (AID 1817). Siah-1 / rhodamine-plectin peptide fluorescence polarization; higher % means a stronger effect. 290,000 compounds, 0.02% hits. displacement, % at 20 µM, or IC50 in µM where a hit was titrated;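 active means displacement of at least 50% at 20 µM, with a fluorescence ratio check between 0.3 and a set limit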;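 further: plate controls were Siah plus tracer with DMSO for no effect and tracer alone without Siah for full effect; strong numbers were not always called active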
Hep lipid drop cells 6.5 µM: further read-out of Hep lipid drop, marked with its call; cell count; measured here: cell count, cytotoxicity flag;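 cells counted across two imaged fields per well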
Dengue-2 NS5 capping pilot replicate: further read-out of Dengue-2 NS5 capping, marked with its call; inhibition, %; measured here: pilot screen replicate inhibition
Myeloid diff MLP GFP+ MAC1+ %: further read-out of Myeloid diff MLP, marked with its call; GFP+ MAC1+ double positive, %; measured here: differentiation confirmed by MAC1 staining
* marks the source's active call; other numbers are inactive results; i = inactive; u = inconclusive; x = no result given. Unless noted, no stated cut-off is given here; in the data, active means inhibition above about 50%; inactive means the rest.

SMILES	Dengue-2 NS5 capping	XIAP displacement	Hep lipid drop	Hep lipid drop cells 6.5 µM	AID2073	NOD2 inhibition	LYP phosphatase	Myeloid diff MLP	Myeloid diff MLP GFP+ MAC1+ %	HIV fusion peptide	Siah-1 displacement	others
O=C(NCC1CCCO1)C1CC(=O)N(C2CCCC2)C1 (configuration not stated)	-5%	-5.6%	x	x	-1%	8%	-11%	i	6.7	-0.6%	-2%
O=C1CCCN1CCCNc1ccc(S(=O)(=O)N2CCCCC2)cn1	-4%	-5.2%	2	766	5%	-16%	-10%	i	2.1	0.6%	2%
c1ccc(Cc2nnc3sc(-c4ccco4)nn23)cc1	4%	6.5%	x	x	8%	10%	-2%	i	1.2	1.3%	0%
Oc1ccccc1-c1cncn1Cc1ccccc1	1%	x	x	x	11%	15%	-5%	i	0.8	0.9%	-1%
COc1ccc(/C=C/C(=O)NC(=S)NNC(=O)c2ccco2)cc1	17%	-20%	40	729	-10%	19%	-1%	i	1.1	-1.9%	4%
Cc1ccccc1Nc1nc(-c2sc(NC(=O)c3ccc([N+](=O)[O-])cc3)nc2C)cs1	x	-5.0%	x	x	4%	-13%	2%	x	x	12%	1%
CC1CC(C)CN(C(=O)C2CCC(CNS(=O)(=O)c3ccccc3)CC2)C1 (configuration not stated)	-2%	x	9	741	-2%	-5%	-6%	i	0.8	0.4%	1%
N#Cc1ccc(N2CCN(c3ccc(F)cc3)CC2)cc1	7%	-1.2%	-15	795	12%	20%	-8%	i	0.4	-1.0%	-4%
CCn1c(=O)n(CC(=O)Nc2cc(OC)ccc2OC)c(=O)c2ccccc21	-1%	-2.3%	x	x	-6%	5%	-7%	i	1.5	1.2%	-2%
O=C(NC1CCCC1)C1CCCN1C(=O)Nc1ccccc1 (configuration not stated)	-3%	0.3%	x	x	-7%	8%	-5%	i	1.1	12%	-2%
Nn1c(-c2ccc(F)cc2)nc2ccccc2c1=O	-3%	x	14	810	11%	13%	-2%	i	0.2	-2.0%	-2%
O=C(Cc1ccc(Cl)cc1)NNS(=O)(=O)c1ccc([N+](=O)[O-])cc1	-7%	-9.3%	1	679	-2%	19%	-6%	i	0.9	-2.2%	-4%
COc1cccc(/C=N/NC(=O)c2ccccc2)c1OS(=O)(=O)c1ccccc1	-8%	-2.2%	1	684	-2%	-4%	4%	i	0.2	-1.2%	6%
N/C(=N/OC(=O)c1cccc([N+](=O)[O-])c1)c1cccc([N+](=O)[O-])c1	-7%	-3.9%	-1	695	25%	-37%	-5%	i	0.7	-0.2%	13%
C=CCC1(CC=C)CCCN1C(=O)c1cc(COc2ccccc2SC)on1	-14%	x	-8	771	7%	3%	0%	i	0.9	-1.6%	-4%
CC(C)(C)N1C(=O)c2ccc(C(=O)Nc3ccc(C(=O)O)cc3)cc2C1=O	1%	x	-1	857	11%	9%	-8%	i	0.4	4.1%	8%
COC(=O)[C@@H]1CC[C@H](C)[C@@H](c2ccc(C)cc2)N1C(=O)c1ccc(/C=N/O[C@@H](C)c2cn([C@H](CO)Cc3ccccc3)nn2)cc1	x	-5.5%	-19	711	9%	-19%	9%	x	x	0.0%	0%
O=[N+]([O-])C(=C1NCCN1)C(Cl)=C(Cl)Cl	-4%	-1.8%	14	740	4%	-3%	-9%	i	0.2	1.1%	12%
O=C(Oc1ccc(-c2nnco2)cc1)c1ccc(Br)o1	2%	x	-24	670	1%	-1%	-7%	i	0.7	-1.4%	-1%
CCOc1ccccc1NC(=O)C(NCCc1ccc(OC)cc1)c1ccccc1 (configuration not stated)	-1%	x	-6	692	-3%	-3%	-4%	i	1.4	1.1%	8%
COC(=O)c1c(NC(=O)C2CC(=O)NN2Cc2ccccc2)sc(C)c1C (configuration not stated)	-7%	-5.9%	x	x	-2%	14%	0%	i	0.2	-2.1%	6%
COc1cc(OC)c(-c2nn3c(-c4ccncc4)nnc3s2)cc1OC	x	-3.4%	x	x	8%	-12%	-5%	x	x	-1.0%	0%
CC(C)CCNC(=O)CCc1nnc2ccc(N3CCC(C)CC3)nn12	-9%	x	x	x	u	7%	-3%	i	0.6	1.2%	-3%
CCS(=O)(=O)NCCc1cc2ccc(C)cc2[nH]c1=O	-6%	-4.6%	x	x	3%	8%	-3%	i	0.6	1.6%	6%
COc1ccc(N(C(=O)COc2ccccc2)C2C=CS(=O)(=O)C2)c(OC)c1 (configuration not stated)	-3%	-1.1%	x	x	-3%	-4%	-2%	i	6.7	-0.8%	2%
NC(=O)c1ccc(NC(=O)CC23CC4CC(CC(Br)(C4)C2)C3)cc1	-9%	x	-7	754	1%	8%	-7%	x	x	2.9%	-3%
C=CCn1c(SCC(N)=O)nnc1-c1ccccc1O	-6%	-3.2%	x	x	-6%	-6%	-5%	i	1.0	-2.1%	-8%
S=c1nc[nH]c2c1[nH]c1ccccc12	-20%	-0.3%	-6	605	u	1%	-1%	i	1.2	-2.2%	4%
CC(=O)c1cccc(NC(=O)Cn2nc(-c3ccccc3Cl)ccc2=O)c1	1%	-5.5%	1	654	-4%	8%	-4%	i	0.6	-1.8%	6%
CC(C)C1Nc2c(C(=O)O)cccc2C(Nc2ccccc2C(=O)O)C1(C)C (configuration not stated)	7%	-9.2%	-8	615	16%	6%	-3%	i	0.6	15%	4%
COc1cc(Cl)c(C)cc1N1C(=O)CN(Cc2ccccc2)C1=S	-5%	x	-5	654	1%	7%	-3%	i	1.5	0.1%	2%
O=C(COc1ccc2c3c(c(=O)oc2c1)CCCC3)N[C@@H](Cc1ccccc1)C(=O)O	-5%	x	x	x	21%	9%	-4%	i	2.3	0.2%	5%
CC1CCCCC1NC(=O)c1ccc2c(c1)[nH]c(=O)n2C1CCCC1 (configuration not stated)	1%	-4.4%	x	x	6%	-1%	-8%	i	0.4	-1.2%	-3%
CC(C)C[C@@H](CO)N1CCN(Cc2ccc(O)cc2)CCC1=O	-8%	x	-1	801	-5%	6%	-15%	i	1.0	-1.0%	-3%
Nc1ccc(Sc2cnn(-c3ccccc3)c(=O)c2Cl)cc1	-6%	-0.7%	x	x	2%	24%	-1%	x	x	-1.6%	-3%
COc1ccc(/C=C/C(=O)Nc2ccc3nc4n(c(=O)c3c2)CCCC4)cc1	-10%	-4.2%	0	702	45%	12%	-8%	i	1.3	-0.8%	9%
CC1CN(C(=O)c2ccc(NS(=O)(=O)c3ccc(F)cc3)cc2)CC(C)O1 (configuration not stated)	1%	x	7	829	0%	-1%	-9%	i	1.7	2.7%	2%
COc1ccc([C@H](C)NC[C@H](O)c2ccc(O)c(NC=O)c2)cc1	-6%	-4.3%	-10	658	-9%	-76%	-5%	i	2.8	-1.5%	0%
CCOc1cc(C(=O)Nc2c3c(nn2C(C)(C)C)CS(=O)C3)cc(OCC)c1OCC (configuration not stated)	-2%	-0.6%	-2	641	6%	18%	-5%	i	0.2	-2.4%	-2%
O=c1[nH]cnc2c1nc(SCc1ccccc1)n2C1OC(CO)C(O)C1O (configuration not stated)	3%	-0.4%	19	688	-5%	-8%	-1%	i	1.4	0.8%	3%

Part of the list above in order of SMILES length, largest number first:
SMILES	Dengue-2 NS5 capping	XIAP displacement	Hep lipid drop	Hep lipid drop cells 6.5 µM	AID2073	NOD2 inhibition	LYP phosphatase	Myeloid diff MLP	Myeloid diff MLP GFP+ MAC1+ %	HIV fusion peptide	Siah-1 displacement	others
O=C(COc1ccc2c3c(c(=O)oc2c1)CCCC3)N[C@@H](Cc1ccccc1)C(=O)O	-5%	x	x	x	21%	9%	-4%	i	2.3	0.2%	5%
CCOc1cc(C(=O)Nc2c3c(nn2C(C)(C)C)CS(=O)C3)cc(OCC)c1OCC (configuration not stated)	-2%	-0.6%	-2	641	6%	18%	-5%	i	0.2	-2.4%	-2%
CC(C)C1Nc2c(C(=O)O)cccc2C(Nc2ccccc2C(=O)O)C1(C)C (configuration not stated)	7%	-9.2%	-8	615	16%	6%	-3%	i	0.6	15%	4%
NC(=O)c1ccc(NC(=O)CC23CC4CC(CC(Br)(C4)C2)C3)cc1	-9%	x	-7	754	1%	8%	-7%	x	x	2.9%	-3%
COC(=O)c1c(NC(=O)C2CC(=O)NN2Cc2ccccc2)sc(C)c1C (configuration not stated)	-7%	-5.9%	x	x	-2%	14%	0%	i	0.2	-2.1%	6%
O=c1[nH]cnc2c1nc(SCc1ccccc1)n2C1OC(CO)C(O)C1O (configuration not stated)	3%	-0.4%	19	688	-5%	-8%	-1%	i	1.4	0.8%	3%
CC(C)CCNC(=O)CCc1nnc2ccc(N3CCC(C)CC3)nn12	-9%	x	x	x	u	7%	-3%	i	0.6	1.2%	-3%
C=CCn1c(SCC(N)=O)nnc1-c1ccccc1O	-6%	-3.2%	x	x	-6%	-6%	-5%	i	1.0	-2.1%	-8%
S=c1nc[nH]c2c1[nH]c1ccccc12	-20%	-0.3%	-6	605	u	1%	-1%	i	1.2	-2.2%	4%

Remaining list, next part.
SMILES	Dengue-2 NS5 capping	XIAP displacement	Hep lipid drop	Hep lipid drop cells 6.5 µM	AID2073	NOD2 inhibition	LYP phosphatase	Myeloid diff MLP	Myeloid diff MLP GFP+ MAC1+ %	HIV fusion peptide	Siah-1 displacement	others
O=C(Nc1cnccn1)c1ccc(Cl)cc1	6%	x	x	x	-9%	-8%	-2%	i	0.4	1.7%	0%
O=C1c2ccccc2C2(c3ccccc3)NCCCN12 (configuration not stated)	0%	-6.6%	4	758	-7%	2%	-4%	i	0.8	0.3%	1%
CCOCC(=O)Nc1ccc(OCc2ccccc2)cc1	x	0.8%	8	683	15%	-27%	-15%	i	0.2	0.4%	1%
CCc1ccc2c(c1)cc(CN(C(=S)Nc1ccc(Cl)cc1)C1CC1)c1nnnn12	-3%	-4.4%	-3	635	4%	10%	4%	x	x	-4.4%	-1%
CCCCOc1ccc(CSCCNC(=S)Nc2ccccc2)cc1	-4%	-1.0%	-30	618	1%	-16%	3%	i	0.4	1.6%	11%
COc1ccccc1/C=N/NC(=O)CCn1cnc2ccccc21	-2%	-3.5%	0	690	1%	10%	-3%	i	0.2	0.2%	-5%
CN(C)c1ncc(CN2CCC(CO)(CCCc3ccccc3)CC2)s1	1%	x	13	717	-9%	24%	-8%	i	0.1	-1.2%	2%
Cc1cc(C)c(S(=O)(=O)N2CCN(C(=O)c3ccc4c(c3)OCO4)CC2)c(C)c1	-4%	x	-25	776	-8%	15%	-9%	i	0.1	1.0%	4%
CCOc1ccc(C(CC(=O)O)NC(=O)C2c3ccccc3Oc3ccccc32)cc1 (configuration not stated)	-15%	0.4%	0	654	-1%	20%	-8%	i	0.4	5.9%	8%
CN(CC(=O)N1CCOCC1)S(=O)(=O)c1ccc2ccccc2c1	7%	x	0	791	-3%	5%	-12%	i	0.5	-0.2%	13%	Dengue-2 NS5 capping pilot replicate=1.5
CNC(=S)NNC(=O)c1ccc2c(c1)OCO2	-11%	-0.6%	1	708	-9%	4%	-2%	i	0.1	-0.8%	5%

This is a subset; rates above refer to the full screens.
